NF-kB neuron act = raises NF-kB expression in human neuronal cells. NF-kB reporter expression; hits give high values. fold change at 12.5 µM. 1.6% of 190,000 active. AID 1239; in the data active means fold change above about 3.3
STAT1 act = activators of IFN-gamma induced STAT1 signaling; 2.6% of 200,000 active; activation (% of control), % at 5.5 µM; AID 932; NIH 3T3 STAT1-luciferase reporter, luminescence; 100% = IFN-gamma alone, no compound;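 active means activation above the screen-wide mean activation plus 3 SD, cut at about 130% in these data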;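 further: raw ratio to IFN-gamma control signal so 100% means no change and 0% no light; values of inactives mirror those of a sister screen read the other way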
STAT3 inh = STAT3 signaling inhibition; U3A cells, IL-6 STAT3-luciferase reporter, luminescence; host cell line lacks STAT1; inhibition, % at 5.5 µM; 0.89% of 190,000 active; AID 862;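 active means inhibition above the mean inhibition across all screened compounds plus 3 SD, cut at about 44% in these data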;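 further: 0% = DMSO only wells and 100% = 100 µM nifuroxazide control wells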
STAT3 activator = STAT3 signaling activation. U3A cells, IL-6 STAT3-luciferase reporter, luminescence; 100% = signal with IL-6 EC80 alone. activation (% of control), % at 5.6 µM. 0.91% of 190,000 active. AID 871;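 active means activation above the screen-wide mean of compound activation plus 3 SD, cut at about 130% in these data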;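 further: 0% = background luminescence of wells with medium and substrate only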
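Test system: Human STAT1-deficient U3A cells with stable STAT3-luciferase reporter | Also added: Interleukin-6, 33 ng/mL | Timing: Compound pre-incubation 1 h before IL-6, then 6 h stimulation at 37 °C | Technique: Luciferase reporter luminescence | Read-out: Percent of IL-6-only median luminescence | Benchmarks: IL-6-only wells as 100% reference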
Hsp70 activator = switches on Hsp70 transcription; HeLa Hsp70 promoter luciferase reporter, luminescence; scaled: vehicle 0, proteasome-inhibitor control 100%; 0.04% of 200,000 active; activation, % at 10 µM;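 active means activation above the mean across all tested compounds plus 3 SD, cutoff set per campaign, cut at about 5.5% in these data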;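 further: 100% = MG132 at 30 µM as the positive control and 0% = DMSO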
APP transl inh = APP translation inhibition; SH-SY5Y APP 5'UTR-luciferase reporter, luminescence; inhibition, % at 2 µM; 0.82% of 190,000 active; AID 1285;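 active means inhibition above a set limit, derived from the sample mean plus 3 SD, cut at about 45% in these data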; further: values of inactives mirror those of a sister screen read the other way
RAM network inh = blocks the yeast RAM network; S. cerevisiae dse1pr::URA3 reporter, 5-FOA growth OD615, 2 d; analog-sensitive cbk1-as2 kinase mutant strain; inhibition, % at 50 µM; 1.8% of 190,000 active;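 active means inhibition above a set limit, 3 SD over mean compound inhibition, cut at about 8.4% in these data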;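 further: 0% = DMSO-only wells with no growth and 100% = 10 µM 1-NA-PP1 full growth; inhibition rescues growth on 5-FOA so higher OD means more RAM inhibition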
STAT1 blocker = reduces IFN-gamma driven STAT1 reporter signal | NIH 3T3 STAT1-luciferase reporter, luminescence | inhibition, % at 5.5 µM | 0.35% of 200,000 active;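 active means inhibition above a set limit, the mean inhibition across all tested compounds plus 3 SD, cut at about 34% in these data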;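 further: 0% = IFN-gamma with DMSO and 100% = IFN-gamma with 300 µM nifuroxazide; values of inactives mirror those of a sister screen read the other way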
FLuc inh counter = inhibits firefly luciferase, flagging false hits in luciferase inhibition screens | inhibition, % at 10 µM | 1.5% of 200,000 active | AID 1006 | P08659 | ATPLite firefly luciferase biochemical luminescence, 10 min;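 active means inhibition above about 50% when tested at 10 µM, limit read from the data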
Target sequence (P08659 whole entry, looked up): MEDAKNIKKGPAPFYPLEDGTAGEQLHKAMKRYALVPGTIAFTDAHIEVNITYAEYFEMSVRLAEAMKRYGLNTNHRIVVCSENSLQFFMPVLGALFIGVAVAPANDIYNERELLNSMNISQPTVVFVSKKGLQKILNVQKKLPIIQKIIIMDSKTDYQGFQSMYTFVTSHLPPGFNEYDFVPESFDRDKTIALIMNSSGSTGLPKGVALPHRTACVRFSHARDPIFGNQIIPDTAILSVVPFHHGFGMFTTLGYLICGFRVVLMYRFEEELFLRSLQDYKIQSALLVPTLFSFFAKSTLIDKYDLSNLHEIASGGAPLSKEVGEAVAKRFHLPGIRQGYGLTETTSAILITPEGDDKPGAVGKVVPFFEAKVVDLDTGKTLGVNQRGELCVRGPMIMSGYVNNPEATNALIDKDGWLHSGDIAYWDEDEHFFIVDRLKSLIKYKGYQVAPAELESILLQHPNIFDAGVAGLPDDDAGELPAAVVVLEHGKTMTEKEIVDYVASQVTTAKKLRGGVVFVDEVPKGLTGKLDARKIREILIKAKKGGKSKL
APP 5'UTR act = activates APP 5'UTR luciferase reporter. activation, % at 2 µM. SH-SY5Y APP 5'UTR luciferase reporter, luminescence; zero percent = DMSO vehicle wells. 1% of 190,000 active;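 active means activation above a set limit, based on mean plus 3 SD of controls, cut at about 140% in these data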; further: values of inactives mirror those of a sister screen read the other way
The depositor's hits bear a star; x = no result given.

SMILES	NF-kB neuron act	STAT1 act	STAT3 inh	STAT3 activator	Hsp70 activator	APP transl inh	RAM network inh	STAT1 blocker	FLuc inh counter	APP 5'UTR act
O=C(Nc1ccc(N2CCN(C(=O)c3ccccc3)CC2)c(Cl)c1)c1cccnc1	0.54	96	11	89	-0.3	-10	0.9	4	-3	10
Cc1ccc(N=C2CSC(=O)N2)cc1	1.2	97	-2	106	0.4	-2	2.0	5	1	2
COc1ccc([N+](=O)[O-])cc1NCc1cccc([N+](=O)[O-])c1	1.1	100	5	98	-0.3	-5	7.4	-2	-3	5
COc1ccc(Nc2nc(C)cc(C)c2C(N)=O)cc1	1.1	97	4	99	-0.4	-8	1.6	4	-6	8
Cc1ccnc2nc(C(=O)NC3CCCc4ccccc43)nn12 (stereo not drawn)	0.98	104	-4	107	0.0	-19	1.2	-5	0	19
O=C(c1ccco1)N1CCN(Cc2nnnn2CCc2ccccc2)CC1	1.1	102	9	101	0.1	-4	2.2	-2	-4	4
Cc1sc(NC(=O)CCl)c(C(=O)c2ccccc2)c1C	1.2	94	15	92	-0.1	3	0.0	7	1	-3
COc1ccc(C(=O)Cn2c(=O)c(CCC(=O)O)nn3c4ccccc4nc23)cc1OC	1	94	7	101	-0.5	-1	1.5	7	-9	1
CC1=C(C(=O)OC(C)C)C(c2ccccc2Cl)CC(=O)N1 (stereo not drawn)	1.1	94	14	92	-0.2	11	3.0	7	5	-11
Brc1ccc(-c2nnc3ccc(Nc4ccccc4)nn23)cc1	1.1	98	-10	106	-0.4	12	5.3	4	-1	-12
O=S(=O)(c1cccc(Cl)c1Cl)N1CCCCC1	1.2	95	6	98	-0.1	-9	-0.6	5	-3	9
O=C(COc1cccc(NC(=O)c2ccccc2)c1)c1ccc(F)cc1	1	108	7	98	-0.2	6	2.2	-9	-5	-6
O=C(Nc1nccs1)C1CCCN1S(=O)(=O)c1ccc(F)cc1 (stereo not drawn)	1.2	97	11	92	-0.1	-3	0.8	3	-2	3
CC(C)(C)NC(=O)/C=C/c1ccc(C(F)(F)F)cc1	1.3	115	6	102	-0.1	-5	0.7	-17	4	5
C=CCOc1ccc(CN(C)CC(=O)N(CC(C)C)c2c(N)n(CC(C)C)c(=O)[nH]c2=O)cc1	1.3	102	3	100	0.1	-1	1.3	-2	0	1
CCCCCCc1nnc(N)s1	1.3	97	2	99	-0.3	-2	2.2	4	-6	2
Cn1c(CN2CCCCC2)nc2cc(NC(=O)c3ccccc3)ccc21	1.1	107	16	90	-0.1	-14	-1.3	-7	0	14
COc1ccc(Nc2nc(Cl)nc(Nc3ccc(OC)cc3OC)n2)c(OC)c1	0.83	97	4	98	-0.6	7	5.5	2	-4	-7
COC(=O)Cc1nc2ccccc2[nH]1	1.1	97	5	102	-0.2	-3	0.4	3	-4	3
Cn1c(Oc2ccc(Cl)cc2)c(C=O)c2ccccc21	1.3	86	-35	141*	-0.1	-6	0.8	15	-10	6
O=C(COC(=O)CSc1ccc2ccccc2c1Br)NC1CC1	1	103	-2	103	-0.1	-2	-2.2	-3	-5	2
COC(=O)C(C)Oc1ccc(-c2nccc(-c3cccs3)n2)cc1 (stereo not drawn)	1.4	117	4	101	0.1	0	5.2	-19	5	0
Cn1c(SCC(=O)N2CCc3ccccc32)nnc1-c1ccc(S(=O)(=O)N2CCCC2)cc1	0.75	101	-14	109	-0.1	10	12*	-1	0	-10
COc1ccc(C(=O)NCC(=O)OCc2ccc(Br)cc2)cc1	1.2	100	6	97	-0.1	7	0.9	0	-1	-7
Cc1ccc(SCCNC(=O)CN2C(=O)c3ccccc3S2(=O)=O)cc1	1.1	99	10	97	0.2	-5	3.3	3	-2	5
COc1cc(C2CC(=O)Nc3ccccc3S2)cc(OC)c1OC (stereo not drawn)	0.41	100	2	104	-0.2	-4	1.9	2	-5	4
Cc1c(C(=O)N2CCCC(C)C2)sc2ncnc(N3CCCCC3C)c12 (stereo not drawn)	0.79	92	-1	108	-0.1	1	1.9	8	-2	-1
CO/N=C\Cc1oc(=O)c(NC(=O)c2ccccc2)cc1C(=O)OC	0.9	96	12	95	-0.5	7	1.9	4	-5	-7
CCC(C)(C)NC(=O)c1ccc(Sc2nncn2C)c([N+](=O)[O-])c1	0.95	99	-6	105	-0.4	-23	1.2	1	-6	23
COc1cccc(NC(=S)N2CCN(C(c3ccccc3)c3ccccc3)CC2)c1	1	102	-8	104	-0.2	-12	-0.5	1	0	12
CSc1ccc(S(=O)(=O)Nc2ccc3c(c2)OCCO3)cc1	0.97	83	10	92	-0.4	-18	-1.4	19	-6	18
O=C(Cn1c(=O)oc2cc(S(=O)(=O)NCc3ccccc3)ccc21)NCc1ccco1	0.81	95	-6	112	-0.3	-2	3.4	5	-2	2
Cc1cccc(CSc2ccc3nnc(-c4cccs4)n3n2)c1	0.91	104	-13	107	-0.1	-3	6.3	-4	-5	3
C#CCOCCOCCOCCNc1nc(N2CCN(C(=O)[C@H](CCCCN)n3cc([C@@H](N)CC(C)C)nn3)CC2)nc(N2CCN(C(=O)[C@H](Cc3ccc(O)cc3)n3cc([C@@H](N)CC(C)C)nn3)CC2)n1	1	106	x	x	-0.2	5	3.4	-4	-5	-5
Cc1ccc(CNn2cnnc2SCC(=O)NC(C)(C)C)cc1	1.2	106	5	98	-0.4	11	-1.8	-6	-7	-11
Cc1sc2nc(COC(=O)C(NC(=O)c3ccc(Cl)cc3Cl)C(C)C)[nH]c(=O)c2c1C (stereo not drawn)	1.1	106	-2	100	-0.3	8	3.2	-7	-3	-8

Reprinted at random: three records from the list.
SMILES	NF-kB neuron act	STAT1 act	STAT3 inh	STAT3 activator	Hsp70 activator	APP transl inh	RAM network inh	STAT1 blocker	FLuc inh counter	APP 5'UTR act
O=C(Cn1c(=O)oc2cc(S(=O)(=O)NCc3ccccc3)ccc21)NCc1ccco1	0.81	95	-6	112	-0.3	-2	3.4	5	-2	2
CSc1ccc(S(=O)(=O)Nc2ccc3c(c2)OCCO3)cc1	0.97	83	10	92	-0.4	-18	-1.4	19	-6	18
Cc1c(C(=O)N2CCCC(C)C2)sc2ncnc(N3CCCCC3C)c12 (stereo not drawn)	0.79	92	-1	108	-0.1	1	1.9	8	-2	-1

Next part.
SMILES	NF-kB neuron act	STAT1 act	STAT3 inh	STAT3 activator	Hsp70 activator	APP transl inh	RAM network inh	STAT1 blocker	FLuc inh counter	APP 5'UTR act
CCC(C)C(=O)N1c2ccccc2C(=C2SC(C(=O)OC)=C(C(=O)OC)S2)C(=S)C1(C)C (stereo not drawn)	0.71	89	5	100	-0.1	-9	6.8	11	2	9
COC(=O)c1cc(OC)c(OC)c(OC)c1N	1.1	112	6	100	-0.3	17	2.3	-12	-5	-17
Cc1c(C)n(CC(O)CNc2ccccc2)c2ccccc12 (stereo not drawn)	0.78	100	2	104	-0.1	9	-1.2	-1	1	-9
CCCCn1ccc(=O)c2c(C(F)(F)F)nccc21	1	100	2	99	-0.1	14	1.4	5	-12	-14
Cc1c(NC(=O)C(C)OC(=O)c2ccc(Cl)nc2)c(=O)n(-c2ccccc2)n1C (stereo not drawn)	1.2	100	4	95	0.0	-9	2.7	0	-4	9
CN(C)c1ccc(NC(=O)c2cnsn2)cc1	1.1	81	50*	59	-0.3	-86	0.8	19	72*	86
COc1ccc(CCNC(=O)Cn2c(=O)n(-c3ccc(C)c(F)c3)c(=O)c3sccc32)cc1OC	0.77	51	4	105	0.0	2	0.4	52*	-1	-2
Cc1cccc(C(=O)N/N=C/C(C)Cc2ccc3c(c2)OCO3)c1 (stereo not drawn)	1.2	101	0	105	-0.2	-21	0.7	-1	-1	21
CN1CCc2c(sc3c2c(=O)n(-c2ccccc2)c2nncn32)C1	1	105	14	95	-0.1	-4	-0.3	-5	-6	4
N#C/C(=C(/O)c1ccco1)c1nc2ccccc2s1	1.8	123	7	99	0.0	-18	6.3	-25	49	18
CCOc1ccc(NC(=O)c2cn(CC(C)C)c(=O)c3c2c2ccccc2n3C)cc1	1.2	94	19	86	0.1	-6	0.0	6	-2	6
Cc1nc2c(-c3ccc(F)cc3)c(C)nn2c(C)c1CCC(=O)N1CCC(Cc2ccccc2)CC1	1	97	3	106	-0.2	8	2.5	3	-5	-8
O=C(/C=C/c1ccccc1)N1CCC(Cc2ccccc2)CC1	1.4	103	-4	114	-0.1	-38	2.2	-4	19	38
CCN(CC)c1ccc(NC(=O)c2ccco2)cc1	5.2*	127	20	88	0.0	-164	0.1	-28	83*	164*
O=C(NCc1ccccc1)c1cccc(S(=O)(=O)N2CCOCC2)c1	0.93	100	-3	106	-0.5	-3	0.4	0	-3	3
COC(=O)c1cc(Br)c(=O)n(CC(C)C)c1	1.3	96	12	94	-0.2	-14	2.1	4	-3	14
COc1ccc(CNC(=O)COC(=O)CCc2nc3ccccc3c(=O)[nH]2)cc1	1.5	103	-2	109	0.0	8	3.9	-5	-4	-8
COc1ccc(N2C(=O)NC3CC2(C)Oc2ccc(Br)cc23)cc1OC (stereo not drawn)	0.93	95	9	99	0.2	2	2.1	6	-12	-2
COc1cc2c(C)nc(C)c(C#N)c2cc1OC	1.1	109	10	96	0.1	-5	0.7	-10	-8	5
CC1CCC(C(C)C)C(OC(=O)CSc2nc(N)cc(=O)[nH]2)C1 (stereo not drawn)	0.87	89	5	99	-0.4	-5	1.6	12	-6	5
Cc1n[nH]c(C)c1N=Nc1cc(Cl)ccc1Cl	0.9	95	23	86	0.0	15	4.2	2	-5	-15
O=C(CCCc1ccccc1)Nc1cccnc1	1.5	101	-17	114	-0.1	10	2.3	-1	-4	-10
CC(=O)Nc1ccc(C(=O)CSc2nnnn2C2CCCC2)cc1	1.5	100	13	94	-0.2	11	3.8	-2	-7	-11
COc1cccc(CNC(=O)C2CCCN(c3nn4c(=O)cc(C)nc4s3)C2)c1 (stereo not drawn)	1.6	91	2	102	0.9	18	4.1	8	-1	-18
CC(C)(Oc1ccc(Cl)cc1)C(=O)N/N=C/c1cn[nH]c1-c1ccccc1	0.99	98	6	96	-0.4	0	1.7	2	-2	0
Cc1cc(C)c2c(=O)cc(C(F)(F)F)oc2n1	x	100	6	100	-0.2	-6	0.0	1	-1	6
O=C(CO/N=C/c1ccccc1)N1c2ccccc2Oc2ccccc21	1	92	-8	110	-0.2	4	5.4	9	-6	-4
CCC(C)(C)c1ccc(OCCCC[n+]2ccccc2)c(C(C)(C)CC)c1	0.74	74	16	96	-0.2	-7	-1.5	28	-8	7
Cc1ccc(S(=O)(=O)NC2CCCC2)cc1C	0.96	99	4	99	-0.1	-6	1.2	1	1	6
COc1cc(/C=N/NC(=O)c2ccc(Cl)cc2)ccc1OCC(=O)N1CC(C)OC(C)C1 (stereo not drawn)	0.49	97	-23	124	-0.1	10	2.6	3	8	-10
C=CCn1c(SCC(=O)c2ccc(CNC(C)=O)o2)nc2scc(C3CC3)c2c1=O	1.1	98	0	104	-0.4	4	3.0	3	0	-4
C=C(Br)CN1CCN(CC(=C)Br)CC1	0.91	95	9	95	0.0	18	0.0	4	-10	-17
Cc1ccc(NC(=O)CN2CCCCC2)c2c1CC(C)(C)O2	1.2	95	0	104	-0.1	7	0.6	4	3	-7
CCN(CC)C(=O)c1csc(Nc2ccc(C)cc2)n1	1.2	108	6	97	-0.2	8	0.9	-9	3	-8
Cc1ccoc1C(=O)NCCCNC(=O)c1occc1C	0.98	110	5	97	-0.2	4	1.0	-11	4	-4

Assay outcomes (PubChem)
